Screens: PubChem BioAssay, several laboratories
Rac1 GTP hydrolysis: MgcRacGAP GTPase-activating activity inhibitors, confirmation, biochemical, ADP Hunter fluorescence; MgcRacGAP-stimulated Rac1 GTP hydrolysis, ADP Hunter fluorescence; higher % means a stronger effect; GST-tagged Rac1 F28L mutant substrate; inhibition, % at 30 µM, or IC50 in µM where a hit was titrated; actives 0.6% (n = 340,000); AID 624330;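 active means first-screen hits whose inhibition reached a set limit at any dose in the follow-up dose series; inconclusive means inhibition above the set first-screen limit but never retested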;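 further: fluorescence reports GDP produced by GAP-driven GTP hydrolysis; strong numbers were not always called active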
LYP inhibition: inhibitors of LYP phosphatase, biochemical, fluorescence intensity, uHTS (AID 1779); inhibition, % at 11.5 µM; hits with a dose series show IC50 in µM; actives 0.054% (n = 290,000); recombinant LYP phosphatase, fluorescence intensity; higher % means a stronger effect; in the data active means inhibition above about 50%;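 further: plate controls were vehicle with enzyme for no effect and no enzyme for full effect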
NTR1 agonist: agonists of NTR1, primary screen, imaging, U2OS cells, beta-arrestin-GFP, high content (AID 493036); P30989; NTR1-U2OS beta-arrestin-GFP spot imaging, agonist mode; activation, % at 20 µM; actives 0.17% (n = 330,000);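 active means activation at or above 40% of the spot to cytoplasm intensity ratio, with at least 20 cells analyzed; inconclusive means wells under 20 cells, flagged as cytotoxic or low count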;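 further: 0% = DMSO without peptide and 100% = 100 nM NTR1 peptide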
Target sequence (P30989 whole entry, looked up): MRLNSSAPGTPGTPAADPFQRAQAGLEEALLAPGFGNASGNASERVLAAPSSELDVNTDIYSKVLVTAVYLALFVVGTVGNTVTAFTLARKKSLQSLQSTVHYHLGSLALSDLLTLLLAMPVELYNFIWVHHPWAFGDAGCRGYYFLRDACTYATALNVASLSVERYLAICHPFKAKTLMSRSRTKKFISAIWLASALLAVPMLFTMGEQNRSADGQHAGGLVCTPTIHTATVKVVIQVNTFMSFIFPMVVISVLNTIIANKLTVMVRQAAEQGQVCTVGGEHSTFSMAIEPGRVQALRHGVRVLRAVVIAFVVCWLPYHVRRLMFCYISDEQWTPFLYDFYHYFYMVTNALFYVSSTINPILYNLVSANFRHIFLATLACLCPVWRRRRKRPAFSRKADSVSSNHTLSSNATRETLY
GPR35 antagonists: inhibition of zaprinast-stimulated GPR35 beta-arrestin translocation – imaging, U2OS, beta-arrestin-GFP, zaprinast agonist, primary screen (AID 2058); actives 0.052% (n = 290,000); U2OS GPR35 beta-arrestin-GFP translocation imaging, zaprinast antagonism; higher % means a stronger effect; inhibition, % at 10 µM; hits with a dose series show IC50 in µM;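 active means inhibition of at least 50% with at least 30 cells and total cytoplasm GFP at most 10,000,000; inconclusive means under 30 cells or total GFP of 10,000,000 plus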
GPR55 activation: selective activators of receptor GPR55 – imaging, U2OS cells, beta-arrestin-GFP redistribution, primary screen (AID 1961). actives 0.048% (n = 290,000). one-dose activation, % at 10 µM; EC50 in µM for titrated hits. U2OS GPR55 beta-arrestin-GFP redistribution imaging; higher % means a stronger effect;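 active means activation above 40% with more than 50 cells counted in the well; inconclusive means wells holding fewer than 50 cells, flagged as toxic or sparse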;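 further: U2OS osteosarcoma cells stably expressing GPR55 and beta-arrestin-GFP; plate controls were DMSO negative control for no effect and LPI positive control for full effect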
T cell modulator: T cell immune modulation candidate | AID 2052 | calls only at 7 µM | actives 0.068% (n = 330,000) | 2C CD8+ T cell-vesicle binding, flow cytometry; active compounds read low;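 active means response, share of CD8 T cells binding vesicles, and their 90th percentile fluorescence all below set limits, cut at about 80% in these data, passing the limit was not always enough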
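incubation = binding step 1.5 h, 37 °C, antibody labelling 20 min, ice | test system = 2C mouse CD8+ T cells | read-out basis = percent CD8+ FL2 mean versus row control | controls = Peptide-free naked vesicles (low) and QL9 vesicles with 0.7% DMSO vehicle (high) | detection = flow cytometry of vesicle-bound cells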
GPR55 LPI antagonism: GPR55 antagonists blocking LPI-driven arrestin recruitment, primary screen, imaging, U2OS, beta-arrestin-GFP, LPI agonist (AID 2013) | one-dose inhibition, % at 10 µM; IC50 in µM for titrated hits | U2OS GPR55 beta-arrestin-GFP translocation imaging, LPI antagonism; higher % means a stronger effect | actives 0.13% (n = 290,000);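 active means spots per cell inhibited over 60%, with over 100 cells counted and total cytoplasm intensity under 500,000; inconclusive means wells with under 100 cells, flagged as likely toxic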;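 further: U2OS cells stably carrying GPR55 and arrestin-GFP stimulated by 5 µM LPI near EC80; imaged beta-arrestin-GFP aggregate spots per cell after agonist stimulation; plate controls were LPI-stimulated DMSO wells for no effect and DMSO wells without LPI for full effect; some results filed as inactive read as strong as hits; confirmed hits need IC50 under 10 µM and bright autofluorescent wells are also inconclusive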
SV40 large T antigen: SV40 large T antigen inhibitors, biochemical (AID 1903) | one-dose inhibition, % at 20 µM; IC50 in µM for titrated hits | actives 0.39% (n = 310,000) | SV40 large T antigen ATPase/helicase inhibition assay; higher % means a stronger effect; in the data active means a potency from the dose series; inconclusive means inhibition mostly from about 32% at the one dose, without a potency; inactive means the rest, 99 in 100 with inhibition below about 32%; further: strong numbers were not always called active
Lipid droplet: modulators of hepatic lipid droplet formation; inhibition, % at 6.5 µM; AML12 mouse hepatocytes, oleate lipid droplets, BODIPY imaging; actives 0.4% (n = 240,000);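 active means lipid droplet intensity inhibited by at least 50%, with more than 500 cells counted; inconclusive means wells with under 300 cells, treated as cytotoxic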
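System: AML12 hepatocytes (mouse). Probe or stimulus: oleic acid at 100 µM to induce lipid droplet formation. Times: overnight treatment with compound plus oleate. Detection: Image-based BODIPY and DAPI two-channel analysis. Evaluation: percent inhibition of filter-corrected integrated lipid droplet intensity per well.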
Lipid droplet cells 6.5 µM: further read-out of Lipid droplet, marked with its call; cell count; measured here: cell count, cytotoxicity flag;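 cells counted across two imaged fields per well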
T cell modulator vesicle-bound %: recorded beside T cell modulator, whose call it bears; double positive events, %; measured here: CD8+ vesicle-bound cell fraction;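 binding gate set so that unloaded-vesicle control wells show 10% double positive cells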
NTR1 agonist cell count 20 µM: recorded beside NTR1 agonist, whose call it bears; cell count; measured here: cell count, cytotoxicity flag
An asterisk follows results filed as active; i = inactive; ? = inconclusive; / = no result given; & = joins results of further samples.

Molecule,LYP inhibition,NTR1 agonist cell count 20 µM,Lipid droplet cells 6.5 µM,Rac1 GTP hydrolysis,GPR35 antagonists,Lipid droplet,GPR55 activation,SV40 large T antigen,T cell modulator vesicle-bound %,GPR55 LPI antagonism,NTR1 agonist,T cell modulator
O/N=C(\c1ccc(Cl)cc1Cl)c1ncc(C(F)(F)F)cc1Cl,-5%,38,762,17%,?,29,0.2%,7%,50,17%,5.0,i
COc1ccc(CNC(=O)C(OC(=O)c2ccco2)c2ccc(OC)cc2)cc1 (centres undefined),1%,83,761,6%,-1%,-6,0.0%,9%,16,-4%,2.6,i
Clc1c(-c2nnc3n2CCC3)sc2ccccc12,1%,40,684,6%,0%,5,-0.1%,14%,48,-1%,0.7,i
N[C@@]12CCc3nonc3[C@]1(O)CC(c1ccccc1)=[N+]2[O-],-4%,53,/,6%,10%,/,-0.2%,16%,12,2%,-0.5,i
Cc1nc2ccccc2n1Cc1ccccc1Br,-11%,55,831,11%,-7%,0,-0.3%,6%,47,-8%,-0.7,i
CNC(=O)COC(=O)CCC(=O)c1cccs1,-4%,45,707,8%,-9%,2,-0.7%,5%,14,7%,0.6,i
COc1cccc(CNC(=O)c2cc3ccccn3n2)c1,-9%,61,/,0%,10%,/,-0.1%,9%,18,5%,-1.5,i
CCOC(=O)C1CCN(C(=O)/C=C/c2ccc3c(c2)OCO3)CC1,-3%,60,830,11%,10%,5,-0.1%,8%,62,17%,-0.8,i
CCCC(CCC)=NNC(=O)CN(Cc1ccccc1)S(=O)(=O)c1ccccc1,-4%,64,567,5%,5%,-17,0.1%,4%,55,4%,0.5,i
CCN(CC)CCNC(=O)c1cn(CC)c2ccc(S(=O)(=O)N(C)C)cc2c1=O,0%,53,/,0%,32%,/,-0.2%,-1%,61,7%,-1.0,i
O=C(Nc1c2ccccc2nc2ccccc12)C(Cl)(Cl)Cl,-17%,49,/,6%,-3%,/,0.8%,4%,36,12%,2.2,i
CC(C(=O)NCc1ccco1)c1ccc([N+](=O)[O-])cc1 (centres undefined),-4%,97,671,-13%,8%,-5,0.2%,29%,64,-19%,-0.9,i
Cn1c(=O)cc(SCC(=O)NCc2cccnc2)c2ccccc21,-2%,75,740,4%,-13%,9,-0.1%,1%,28,-4%,3.5,i
CC(=O)NS(=O)(=O)c1ccc(N=NN2CCCCC2)cc1,4%,64,574,9%,4%,20,-0.2%,5%,38,-2%,-0.1,i
Cc1cc(N2CCOCC2)nc(N2CCOCC2)n1,-4%&-5%,47,693&732,7%,11%&-2%,-1&0,-0.1%&-0.1%,8%,65,7%&9%,-0.3,i
Cc1ccc(S(=O)(=O)N2CCCC2c2nc3ccccc3s2)cc1 (centres undefined),-1%,92,/,0%,4%,/,0.4%,-1%,29,19%,-0.3,i
Cc1onc(C(=O)N2CCN(c3ccccc3)CC2)c1[N+](=O)[O-],-10%,60,763,12%,10%,5,-0.1%,5%,8,11%,0.3,i
Cc1ccc(CC(=O)Nc2ccc(C(=O)N3CCOCC3)cc2)cc1,-9%,74,699,7%,1%,-3,-0.1%,8%,61,3%,0.7,i
CC(Oc1ccc(NC(=O)c2ccco2)cc1)C(=O)N1c2ccccc2CC1C (centres undefined),-8%,82,/,9%,-5%,/,-0.3%,11%,64,4%,3.1,i
Cc1cccc(C)c1Nc1nc2ccccc2o1,2%,94,640,0%,-2%,6,0.2%,9%,32,2%,0.0,i
O=C(COc1ccc(S(=O)(=O)NCCc2ccccc2)cc1)N1CCCC1,0%,46,708,1%,1%,1,0.0%,-6%,64,5%,0.0,i
C/C(=N\NC(=S)NCCc1ccccc1)c1ccc(C#N)cc1,-1%,79,751,-2%,10%,-1,1.0%,3%,38,4%,2.8,i
CN(CCOc1ccccc1)C(=O)c1ccc(N2CCCC2)c([N+](=O)[O-])c1,-8%,49,801,8%,2%,5,-0.2%,11%,28,7%,0.2,i
CCCCCCC1CC(=O)NC(=O)N1 (centres undefined),-11%,64,752,3%,0%,0,-0.2%,1%,42,6%,0.0,i
CC(C)Oc1ccc(C(=O)Nc2ccc(N3CCCC3)cc2)cc1,-2%,35,706,10%,0%,3,0.6%,-1%,23,-3%,1.4,i
CC(C)(C)OC(=O)COc1cc(O)c2c(=O)cc(-c3ccccc3)oc2c1,2%,76,635,7%,-12%,-4,-0.2%,-1%,60,20%,2.4,i
CCOc1ccc(N(CC(=O)NCCc2ccc(F)cc2)S(=O)(=O)c2ccccc2)cc1,-7%,48,811,5%,-7%,-16,-0.1%,16%,31,2%,5.0,i
CCOC(=O)C1=C(COC(=O)CNC(=O)c2ccc(C)cc2)NC(=O)NC1C (centres undefined),0%,68,719,-8%,2%,-4,-0.1%,25%,12,10%,0.9,i
CCCCNC(=O)c1cn(CC)c2cc(N3CCN(C)CC3)c(F)cc2c1=O,-13%,38,834,/,-12%,-2,-0.1%,26%,41,-6%,0.5,i
Brc1ccc(-c2nnc3sc(CNC4CCCC4)cn23)cc1,-5%,59,746,4%,-2%,2,0.2%,4%,28,5%,-1.8,i

Later entries:
Molecule,LYP inhibition,NTR1 agonist cell count 20 µM,Lipid droplet cells 6.5 µM,Rac1 GTP hydrolysis,GPR35 antagonists,Lipid droplet,GPR55 activation,SV40 large T antigen,T cell modulator vesicle-bound %,GPR55 LPI antagonism,NTR1 agonist,T cell modulator
COc1ccccc1NS(=O)(=O)c1cc(C(=O)NCC(c2ccco2)N(C)C)ccc1C (centres undefined),/,38,/,11%,/,/,/,6%,37,/,0.1,i
CCOC(=O)c1c(NC(=O)Cn2cnc3sc(C)c(-c4ccccc4)c3c2=O)sc(C)c1C,6%,85,785,11%,5%,24,0.2%,-4%,56,6%,1.5,i
COc1ccc(-c2nnc(SCc3nnc(-c4ccccc4)o3)n2-c2ccccc2)cc1,1%,74,/,8%,11%,/,-0.2%,3%,28,13%,5.7,i
CCOC(=O)CN1C(=O)C(=O)N(Cc2c(F)cccc2Cl)C1=O,-8%,86,/,7%,6%,/,-0.1%,4%,16,0%,-2.0,i
Cn1c(CC(=O)Nc2ccccc2F)nnc1SCC(=O)Nc1ccccc1Br,1%,34,812,8%,5%,-7,0.0%,1%,24,5%,-0.8,i
CCC(C)[C@H](N)C(=O)NC[C@H]1CC[C@H](C(=O)N[C@@H](Cc2ccccc2)C(=O)O)CC1 (some centres undefined),-8%,80,804,7%,-6%,-3,-0.2%,5%,28,11%,-1.0,i
Cc1ccc(-n2c(C)nnc2SCC(=O)N2CCc3ccccc3C2)cc1C,-5%,77,/,9%,-2%,/,0.0%,4%,33,5%,-0.7,i
COc1cc(SC)ccc1C(=O)N1CCCCCC1,-4%,92,731,6%,3%,1,-0.5%,11%,20,-7%,1.0,i
O=C(c1ccco1)N1CCn2cccc2C1c1ccccc1 (centres undefined),-5%,49,704,-9%,-3%,-23,0.5%,2%,19,16%,4.6,i
OCC[C@H]1C[C@H](O)[C@@H](O)[C@@]2(Cc3ccccc3CO2)O1,/,44,/,8%,/,/,/,15%,42,/,-0.1,i
CC1(C)CC(=O)C(C(c2cccnc2)C2C(=O)CC(C)(C)CC2=O)C(=O)C1,-5%,94,/,5%,9%,/,0.5%,17%,43,6%,-0.4,i
CC(C)On1c(SC(C)C)nc2ccccc2c1=O,-5%,72,/,7%,-9%,/,-0.1%,1%,56,11%,4.5,i
COc1ccc(CNC(=O)C[C@H]2C(=O)N(Cc3ccc(OC)cc3)C[C@@H]2Cc2ccccc2)cc1,-8%,96,756,5%,-5%,-9,0.2%,5%,13,3%,-1.4,i
Cn1sc(NC(=O)c2ccc(Cl)cc2)nc1=O,-2%,61,/,10%,-12%,/,-0.1%,5%,43,-5%,-0.5,i
CCc1ccc2[nH]c3nc(SCc4nnc(-c5ccccc5)o4)nnc3c2c1,-7%,60,648,8%,-2%,-1,0.3%,8%,52,1%,0.2,i
CCC(C)NS(=O)(=O)c1ccc(F)c(C(=O)Nc2c(F)cc(F)cc2Br)c1 (centres undefined),0%,45,741,3%,-8%,-19,-0.3%,13%,14,-3%,0.4,i
Cc1ccc(N2CCN(C(=O)c3cccs3)CC2)c(C)c1,-11%,41,/,5%,8%,/,0.5%,11%,29,8%,1.6,i
Cc1cc(C)nc(CCNC(=O)c2cc(COc3ccc(F)cc3F)on2)n1,-6%,79,773,11%,5%,-2,0.1%,4%,53,-14%,-0.9,i
NC(=S)N=Nc1c(O)n(CC(=O)Nc2ccccc2)c2ccccc12,-7%,79,803,-7%,-2%,3,0.0%,3%,50,3%,4.3,i
O=C(NC(=S)Nc1cccc2cccnc12)c1ccccc1,-2%,41,/,12%,-7%,/,0.2%,3%,40,8%,0.0,i
O=C(NCc1ccco1)c1nc2ncccn2n1,-2%,52,749,2%,2%,-2,-0.2%,2%,10,8%,-0.5,i
COc1ccc(C(=O)Nc2nc3ccccc3c(=O)[nH]2)cc1,-4%,57,762,8%,-10%,13,-0.1%,14%,35,4%,-0.4,i
COc1ccc(/C=C/C(=O)NCc2nc3ccccc3[nH]2)cc1OC,-2%,74,697,10%,-2%,0,0.2%,-2%,56,-9%,-1.2,i
O=C(NCc1ccco1)c1ccc(Oc2ccccc2)cc1,2%,77,814,2%,-2%,15,0.6%,11%,63,2%,-1.8,i
O=C(N/N=C/c1cccnc1)c1ccccc1[N+](=O)[O-],-3%,89,633,3%,-6%,-3,0.3%,3%,62,6%,0.9,i
COc1ccc(Nc2nc(Cl)nc(NCc3ccco3)n2)cc1,-14%,45,/,10%,17%,/,0.0%,7%,21,-2%,0.7,i
C/C(=N/NS(=O)(=O)c1ccc(C)cc1)[C@H]1C[C@@H]1c1ccccc1,-4%,52,782,7%,-5%,2,0.3%,24%,18,7%,0.3,i
